Source: PubChem BioAssay (Broad Institute)
DENV2 CPE rescue: inhibitors of DENV2 cytopathic effect; AID 651640; 350,000 tested, 1.7% active; CPE inhibition, % at 9.99 µM; DENV2-infected cells, cytopathic effect rescue, plate reader; in the data active = CPE inhibition above about 20%, passing the limit was not always enough; tested in BHK-21 cells;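 also: 0% = median of neutral control wells and 100% = median of positive control wells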
FN deposition inh: fibronectin deposition inhibition; AH1F fibroblasts, Alexa488-fibronectin deposition fluorescence, overnight; 350,000 tested, 0.086% active; AID 743247; inhibition, % at 12.6 µM;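 active = mean inhibition across replicates of 30% or more, regardless of how many single replicates reach that level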;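 also: positive control wells lacked labelled fibronectin entirely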
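Test system: AH1F fibroblast monolayer depositing Alexa488-labelled fibronectin into matrix. Input: 10000 cells per well. Technique: fluorescence, ex 485 nm, em 525 nm. Buffer or medium: DMEM plus 2% serum, read in PBS. Timing: 1 h cell adhesion before compound, then overnight fibronectin incubation. Compound: single dose, pinned. Read-out basis: inhibition from reduced deposited-fibronectin fluorescence.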
PAX8 reporter: inhibitors of PAX8 transcriptional activity in RMG-I cells; inhibition, % at 12.6 µM; AID 652154; RMG-I TPO-luciferase reporter, SteadyGlo, 24 h; 360,000 tested, 1.2% active;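 active = mean replicate inhibition at least 60% with every replicate also reaching 60%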;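 also: luciferase light reporting Pax8 driven TPO promoter activity; plate controls were median of neutral control wells for no effect and mitoxantrone controls for full effect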
miR122 inh: blocks miR-122 activity in Huh7 sensor cells; Huh7 miR-122 Renilla luciferase sensor, 48 h; neutral wells = 0, positive control = 100; activation (reporter increase), % at 12.5 µM; 340,000 tested, 0.3% active; AID 602342;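 active = mean replicate activation score at least 90 and every replicate individually at or above 90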;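 also: higher luciferase means less miR-122 activity so hits act as miR-122 inhibitors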
EWS-Fli block: inhibitors of EWS/Fli oncoprotein transcriptional activity | A673 NR0B1-luciferase reporter, viability-normalised | inhibition, % at 12.6 µM | 350,000 tested, 0.67% active | AID 651661;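 active = mean inhibition of at least 50% after viability correction, with every replicate also passing that limit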;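 also: firefly luciferase signal divided by Alamar Blue viability fluorescence both relative to DMSO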
GSIS activator: primary screen for activators of insulin secretion dependent on glucose, INS-1E cells, GLuc reporter luminescence. 370,000 tested, 0.61% active. activation, % at 16.6 µM. INS-1E GLuc reporter insulin secretion, 2-3 h. AID 743287;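 active = lowest replicate activation of at least 40%, so every replicate reaches that level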;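 also: 0% = median of neutral control wells and 100% = median of IBMX positive control wells; some compounds called inactive have numbers as strong as hits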
F508del corr: correctors of CFTR F508del function in bronchial epithelial cells; 350,000 tested, 0.36% active; AID 720511; activity (quench increase), % at 7.58 µM; CFBE cells, YFP halide quenching; stimulated with forskolin plus potentiator P3; % fluorescence drop versus neutral controls;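 active = mean added fluorescence quench of at least 8% versus neutral control, with both replicates also reaching 8%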;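 also: cells transiently co-express mutant CFTR-F508del with the halide-sensitive YFP; corrector assay measuring rescue of mutant channel to the surface after 24 h compound exposure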
* = called active by the depositor; . = not tested or not shown; & = joins results of further samples; [ ] = dose if it differs, or a comment.

SMILES	DENV2 CPE rescue	FN deposition inh	PAX8 reporter	miR122 inh	EWS-Fli block	GSIS activator	F508del corr
O=C(Nc1cccnc1)c1cc(F)c(F)cc1Cl	-3	.	-13	-8	6	12	-0.7
CC1CCN(CCn2c(=S)[nH]c3ccccc3c2=O)CC1	-5	-7	4	7	12	-5	-1.5
Cc1noc(C)c1COc1ccc(C(=O)N2CCN(S(=O)(=O)c3cccc(F)c3)CC2)cc1	1	6	6	-3	8	-24	3.3
O=C(C[C@H]1CC[C@H]2[C@@H](COC[C@@H](O)CN2Cc2ccncc2)O1)NCc1ccccc1Cl	7	-5	.	-6[16.7 µM]	.	8	0.0
COc1cccc(-c2ccc3c(c2)O[C@@H](CN(C)C(=O)C2CCOCC2)[C@H](C)CN([C@H](C)CO)S3(=O)=O)c1	7&-8	1	-12&-15	13	-4&-3&-3	2&-4	-0.8&-3.6&-0.8
COc1cc(C(=O)NCC(c2cccnc2)N2CCN(c3ccc(F)cc3)CC2)cc(OC)c1OC (configuration not stated)	-1	-2	12	.	7	-1	-2.7
Cc1cc(C)cc(NC(=S)N2CCN(c3ccccn3)CC2)c1	0	4	2	4	15	0	-0.5
OC1(Cc2cc(-c3ccccc3)no2)CCN(CCCc2ccccc2)CC1	11	-3	1	-1	35	.	0.8
CC(C)CN(C(=O)COC(=O)C12CC3CC(CC(O)(C3)C1)C2)c1c(N)n(Cc2ccccc2)c(=O)[nH]c1=O	-7	-2	16	-4	7	17	-1.4
CCSc1nnc(NC(=O)CSc2sc3c(O)cc(=O)[nH]c3c2C#N)s1	0	-6	10	4	3	12	-1.0
CN1CCCN(C(=O)CC(c2ccccc2)c2ccccc2)CC1	.	-13	3	.	.	-7	.
O=C(Cn1cc(C(=O)C(F)(F)F)c2ccccc21)N1CCOCC1	-3	7	-9	.	3	14	0.1
O=C(NCc1cccs1)c1cc(S(=O)(=O)N2CCCCC2)ccc1Cl	0	.	.	17	7	-9	3.5
CC1(c2ccccc2)NC(=O)N(CCN2C(=O)c3ccccc3C2=O)C1=O (configuration not stated)	.	1	-23	0	.	.	.
O=[N+]([O-])c1ccccc1S(=O)(=O)Nc1ccc(-c2ccc(N3CCCC3)nn2)cc1	.	-3	-21	.	-17	8	-0.1
Cc1nc(NC(C)(C)CO)c([N+](=O)[O-])cc1[N+](=O)[O-]	-9	-7	-17	10	1	-8	-2.1
CCOc1ccc(Br)cc1S(=O)(=O)Nc1ccc(C(=O)Nc2ccc(C)cc2)cc1	0	7	2	.	13	-15	0.2
CCC(=O)Nc1ccc2c(c1)C(=O)N(C)[C@@H]1CC[C@H](CC(=O)NCCc3ccncc3)O[C@H]1CO2	-1	2	-2	1[16.7 µM]	1	7	-0.4
N#Cc1nc(Cc2ccccc2)oc1N1CCCC1	.	6	-27	.	-29	7	-1.2
C[C@H](CO)N1C[C@H](C)[C@@H](CN(C)S(C)(=O)=O)Oc2ccc(N(C)C)cc2C1=O	-3&5	3&-9	2&22	8[16.7 µM]	-8&-3	2&-3	-0.1&2.1
Cc1cc(C)c2c(N)c(C(=O)NN3CC(=O)N(c4ccccc4)CC3=O)sc2n1	-4	4	9	.	-15	16	.
Cc1cc(NC(=O)Cn2ccsc2=N)c([N+](=O)[O-])cc1C	0	-16	-7	.	2	10	-3.2
C[C@H]1CN([C@@H](C)CO)C(=O)c2cccc(NC(=O)c3ccc(-c4nccs4)cc3)c2O[C@H]1CN(C)Cc1ccc(C(F)(F)F)cc1	0	.	.	9[16.7 µM]	5	-26	-1.6
Cc1ccc(C(=O)CSc2n[nH]c(C)n2)cc1	.	-7	-5	-4	.	.	.
Cc1cc(C)[n+](Cc2ccccc2)cc1C(N)=O	0	3	-14	.	1	-5	-3.3
Nc1ccccc1C(=O)N/N=C1\C2CN3CCN(C2)CC1(c1ccccc1)C3	.	4	-47	1	.	0	.
CCCC#Cc1ccc([C@H]2[C@H](CO)N3C(=O)CN(C(=O)Nc4ccc(F)cc4)C[C@@H]23)cc1	-2	.	.	.	.	-21	1.4
CCC(=O)N1[C@H](C#N)[C@@H](c2ccccc2-c2ccccc2)[C@H]1CO	-4	.	.	.	-1	.	-2.4
O=C(C[C@@H]1C[C@@H]2c3cc(NC(=O)Nc4ccccc4F)ccc3O[C@@H]2[C@@H](CO)O1)NC1CCCCC1	0	.	-13	-5[16.7 µM]	-4	2	-3.8
COc1ccc(Nc2nc(N3CCCC3)nc(N3CCOCC3)n2)cc1	1	-1	4	.	-3	.	2.5
COc1cc(/C=C2/SC(=O)NC2=O)ccc1OCc1ccccc1	-13	1	-5	-12	-5	-15	2.5
COc1ccc(OC)c(-c2csc(NC(=O)c3ccccc3F)n2)c1	-1	6	4	0	-4	0	5.2
C[C@@H]1CN([C@@H](C)CO)C(=O)c2cc(NC(=O)Nc3ccc(F)cc3)ccc2O[C@@H]1CN(C)S(=O)(=O)c1cn(C)cn1	1	.	10	0[16.7 µM]	6	1	0.5
Cc1ccc(NC(=O)c2c([N+](=O)[O-])c(C(C)(C)C)nn2C)cc1	17	2	31	.	-18	1	1.2
C[C@@H]1CN([C@@H](C)CO)C(=O)c2cc(NC(=O)Nc3cccc4ccccc34)ccc2O[C@H]1CN(C)Cc1ccc2c(c1)OCO2	4	.	41	-1[16.7 µM]	18	0	0.0
C[C@@H]1[C@H](O)C[C@@]23COC(=O)C2=CCCC3[C@@]1(C)CCC1COC(=O)C1 (some centres not stated)	4	.	.	0	-1	.	2.3
COc1ccc2c(C(=O)CCl)c[nH]c2c1	-4	-3	17	.	23	-17	7.3
C[C@@H](NC(=O)C[C@H]1CC[C@@H]2[C@H](COC[C@@H](O)CN2Cc2ccc(C(F)(F)F)cc2)O1)c1ccccc1	11	1	15	4[16.7 µM]	-1	-12	-1.3
Brc1ccc(-c2nnc(-c3ccccc3)c(N3CCSCC3)n2)cc1	.	-14	-33	5	.	.	.
Cc1cc(S(=O)(=O)N2CCCC2)ccc1OCC(=O)N1CCCCC1	-2	-6	11	-1	12	4	-1.1
O=C(COc1ccccc1)Nc1ccncc1Cl	-6	3	-31	.	.	6	1.2
C[C@@H]1CN([C@H](C)CO)S(=O)(=O)c2ccc(-c3cncnc3)cc2O[C@@H]1CN(C)Cc1cccnc1	1	.	.	4[16.7 µM]	11	13	-0.3
O=C(CSc1ccc(-c2ccc(Cl)cc2)nn1)Nc1ccc2c(c1)OCCO2	1	4	44	-10	4	12	1.7
COc1ccc(S(=O)(=O)N(C)C[C@@H]2Oc3ccc(NC(=O)Nc4ccc(F)cc4)cc3CC(=O)N([C@H](C)CO)C[C@@H]2C)cc1	1	.	-10	-6[16.7 µM]	-7	-3	2.0
COc1ccc(-n2c(=S)[nH]c3cc(C(=O)O)ccc3c2=O)cc1	12	-5	2	-5	-4	0	2.0
CCOC(=O)CSc1n[nH]c(NC(C)=O)n1	5	21	-2	.	2	2	-0.4
FC(F)C(F)(F)Oc1cccc(Nc2nccn3c(-c4ccc5ccccc5c4)cnc23)c1	3	-2	-36	-6	2	-1	-3.2
Cc1onc(-c2ccccc2Cl)c1C(=O)N1CCc2ccccc21	-6	.	.	1	13	-2	-2.5
O=C(O)c1cncc(C#CCC2CCCCC2)c1	4	-7	-98	.	-40	1	-3.3
Cc1csc(=O)n1CC(=O)Nc1ccc(Cl)cc1F	11	-1	8	.	5	1	3.6
(more compounds)
SMILES	DENV2 CPE rescue	FN deposition inh	PAX8 reporter	miR122 inh	EWS-Fli block	GSIS activator	F508del corr
NC(=O)Nc1ccc(C(=O)OCC(=O)N2CCc3ccccc3C2)cc1	2	9	-4	.	-2	10	-0.9
C[C@@H]1CN([C@@H](C)CO)S(=O)(=O)c2ccc(-c3cccc(F)c3)cc2O[C@H]1CN(C)C(=O)Nc1cc(F)ccc1F	-9	.	.	-3[16.7 µM]	19	-22	2.5
Cc1nc2cc3ccccc3cc2s1	8	.	-13	-2	0	6	-2.9
NC(=O)c1ccc(Cl)c2ccccc12	1	14	-3	4	3	-3	-4.3
Cc1cc(C)c(S(=O)(=O)NCCCn2ccnc2)cc1C	-1	3	-46	129*	10	1	1.0
C[C@H](CO)N1C[C@H](C)[C@H](CN(C)CC2CCCCC2)Oc2ccc(NS(=O)(=O)c3cccs3)cc2C1=O	5	.	-11	20[16.7 µM]	4	6	1.0
Cn1c(C(=O)N2CCN(c3cccc(C(F)(F)F)c3)CC2)cc2sccc21	.	-11	.	4	.	-36	.
COc1ccc(OC)c(Nc2nc(C)nc3c2oc2ccccc23)c1	8	7	-2	-2	4	0	0.1
O=C(Nc1ccc2nsnc2c1)N1CCCCCC1	.	7	-123	-2	.	.	.
COCCN(C(=O)CNC(=O)c1ccco1)C(C(=O)NC1CCCC1)c1ccc(OC)c(OC)c1 (configuration not stated)	13	2	-3	2	-11	-7	-0.4
COCC(=O)N1[C@H](CO)[C@H]2c3ccccc3N(C(=O)c3ccncc3)C[C@H]21	8	.	1	12[16.7 µM]	-6	1	1.5
COc1ccc(OC(=O)N(C)C[C@H]2OCc3ccccc3-c3ccccc3C(=O)N([C@@H](C)CO)C[C@H]2C)cc1	-1	2	18	.	8	-10	0.7
C[C@@H]1CN([C@H](C)CO)C(=O)c2cc(NS(=O)(=O)c3ccc(Cl)cc3)ccc2O[C@@H](C)CCCCO[C@H]1CN(C)C(=O)Nc1ccc2c(c1)OCO2	-11	3	7	.	0	-1	-3.8
COc1ccc2ccccc2c1CNC(C)CCc1ccccc1 (configuration not stated)	5	1	-1	-10	30	-21	1.9
CCC(=O)N1CCC2(CC1)CN[C@H](CO)c1c2c2ccc(OC)cc2n1C	4	.	-6	.	-2	-11	0.4
N#C[C@@H]1[C@H](c2ccc(-c3ccccc3F)cc2)[C@H](CO)N1C(=O)C1CCOCC1	-12	-1	7	.	8	-5	3.4
CNC(=O)C[C@H]1C(=O)N(c2ccc(OC)cc2)C[C@@H]1C	-4	7	8	6	-5	4	1.8
Cc1ccc(-n2ncc(C(=O)NCC3CCN(C4CCCC4)C3)c2C2CCN(C(=O)OC(C)(C)C)CC2)cc1C (configuration not stated)	0	0	11	0	9	-12	1.1
COc1ccc(CN2CC(COCc3ccccc3)Oc3ccccc3S2(=O)=O)cc1 (configuration not stated)	-4	0	0	0	0	4	1.8
Cc1ccc(NC(=O)NCCN2CCN(C(=O)Nc3ccc(C)cc3)CC2)cc1	0	2	-16	.	1	-12	-1.5

Another view of some results above.
Compound,DENV2 CPE rescue,FN deposition inh,PAX8 reporter,miR122 inh,EWS-Fli block,GSIS activator,F508del corr
CCCC#Cc1ccc([C@H]2[C@H](CO)N3C(=O)CN(C(=O)Nc4ccc(F)cc4)C[C@@H]23)cc1,-2,.,.,.,.,-21,1.4
Cc1ccc(C(=O)CSc2n[nH]c(C)n2)cc1,.,-7,-5,-4,.,.,.
CNC(=O)C[C@H]1C(=O)N(c2ccc(OC)cc2)C[C@@H]1C,-4,7,8,6,-5,4,1.8
Cc1nc2cc3ccccc3cc2s1,8,.,-13,-2,0,6,-2.9
Cc1cc(NC(=O)Cn2ccsc2=N)c([N+](=O)[O-])cc1C,0,-16,-7,.,2,10,-3.2

(list continues)
SMILES	DENV2 CPE rescue	FN deposition inh	PAX8 reporter	miR122 inh	EWS-Fli block	GSIS activator	F508del corr
COc1ccc2c3c([nH]c2c1)[C@H](CO)N(Cc1ccncc1)CC31CCN(C(=O)Cc2ccncc2)CC1	-3	.	10	.	1	19	2.9
O=C(Nc1ccc(F)cc1F)c1ccc(COc2c(F)c(F)cc(F)c2F)o1	.	1	.	1	.	-14	.
C[C@H](NC(=O)[C@H]1N[C@H]2c3ccc(-c4cccnc4)c(=O)n3C[C@H]2[C@@H]1CO)c1ccccc1	117*	.	.	.	1	-4	.
COC1CCN(C(=O)c2ccc3oc(C(C)C)nc3c2)CC1	0	5	-4	-6	.	29	0.1

Two compounds picked at random from those above:
SMILES	DENV2 CPE rescue	FN deposition inh	PAX8 reporter	miR122 inh	EWS-Fli block	GSIS activator	F508del corr
COC1CCN(C(=O)c2ccc3oc(C(C)C)nc3c2)CC1	0	5	-4	-6	.	29	0.1
O=C(Nc1ccc(F)cc1F)c1ccc(COc2c(F)c(F)cc(F)c2F)o1	.	1	.	1	.	-14	.
